From PubChem
SIRT5 block = sirtuin-5 (human) deacylase inhibition; Q9NXA8; Purified SirT5, succinyl-peptide AMC, trypsin-coupled fluorescence; inhibition, % at 15 µM; 330,000 tested, 1.1% active; in the data active means inhibition above about 15%; inconclusive means no clear call, values can overlap the other calls
ERp5 inh = blocks human ERp5 reductase activity on insulin | 350,000 tested, 0.05% active | inhibition, % at 9.99 µM | AID 651711 | ERp5 insulin aggregation, absorbance 650 nm, 90 min;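 active means mean replicate inhibition above about 25%, with every replicate also reaching it, limit read from the data, passing the limit was not always enough; inconclusive means only one of those two criteria met; inactive means neither criterion met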
Target sequence (Q15084 whole entry, looked up): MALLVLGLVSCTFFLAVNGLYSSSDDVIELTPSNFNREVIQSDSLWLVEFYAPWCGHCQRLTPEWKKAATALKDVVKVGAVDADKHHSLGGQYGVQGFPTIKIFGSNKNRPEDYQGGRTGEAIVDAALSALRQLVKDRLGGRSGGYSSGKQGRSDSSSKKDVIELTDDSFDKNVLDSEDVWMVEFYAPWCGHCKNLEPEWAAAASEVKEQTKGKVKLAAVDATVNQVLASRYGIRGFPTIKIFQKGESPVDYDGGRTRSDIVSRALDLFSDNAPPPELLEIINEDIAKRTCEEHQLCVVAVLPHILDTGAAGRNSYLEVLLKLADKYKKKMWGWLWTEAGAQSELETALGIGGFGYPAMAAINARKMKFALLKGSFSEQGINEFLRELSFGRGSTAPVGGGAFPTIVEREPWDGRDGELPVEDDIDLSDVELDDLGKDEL
ERAP1 inh = ERAP1 (human) enzyme inhibition; recombinant ERAP1, Leu-AMC fluorescence, 60 min; Q9NZ08; inhibition, % at 10.7 µM; 340,000 tested, 0.15% active;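 active means mean replicate inhibition of at least 30%, or all replicates individually reaching that 30% level; inactive means mean below 30% and not every replicate reaching it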;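 further: 0% = neutral control wells and 100% = L-leucinethiol positive control wells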
Casp6 inh = inhibitors of human caspase-6; purified caspase-6, Z-VEID-R110 cleavage fluorescence; inhibition, % at 12.5 µM; 350,000 tested, 0.53% active; AID 686996;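 active means mean inhibition across replicates at least about 35%, with every replicate also reaching that limit, limit read from the data; inconclusive means only one of the two criteria met; inactive means neither criterion met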;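 further: 0% = median of neutral control wells and 100% = no fluorescence left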
Target sequence (P55212 24-179 limits assumed): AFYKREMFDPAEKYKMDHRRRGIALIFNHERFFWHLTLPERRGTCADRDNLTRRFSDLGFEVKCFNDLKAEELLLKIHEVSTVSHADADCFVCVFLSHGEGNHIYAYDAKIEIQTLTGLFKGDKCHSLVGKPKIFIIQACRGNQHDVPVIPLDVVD
Target sequence (P55212 194-293 limits assumed): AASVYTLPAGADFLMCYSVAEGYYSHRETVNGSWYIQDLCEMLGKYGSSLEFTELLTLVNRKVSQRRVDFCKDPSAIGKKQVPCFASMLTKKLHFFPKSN
DENV2 CPE = inhibitors of DENV2 cytopathic effect; DENV2-infected cells, cytopathic effect rescue, plate reader; CPE inhibition, % at 9.99 µM; 350,000 tested, 1.7% active; AID 651640; in the data active means CPE inhibition above about 20%, passing the limit was not always enough; inconclusive means no clear call, values can overlap the other calls; tested in BHK-21 cells;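 further: 0% = median of neutral control wells and 100% = median of positive control wells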
miR122 inh = miR-122 inhibition in Huh7 cells. Huh7 miR-122 Renilla luciferase sensor, 48 h; neutral wells = 0, positive control = 100. activation (reporter increase), % at 12.5 µM. 340,000 tested, 0.3% active;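 active means mean replicate activation score at least 90 and every replicate individually at or above 90; inconclusive means only one of the two criteria met; inactive means neither criterion met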;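 further: higher luciferase means less miR-122 activity so hits act as miR-122 inhibitors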
F508del corr = CFTR F508del correction in bronchial cells. CFBE cells, YFP halide quenching; stimulated with forskolin plus potentiator P3; % fluorescence drop versus neutral controls. activity (quench increase), % at 7.58 µM. 350,000 tested, 0.36% active;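 active means mean added fluorescence quench of at least 8% versus neutral control, with both replicates also reaching 8%; inconclusive means only one of the mean or replicate conditions met; inactive means mean below 8% and not both replicates reaching 8%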;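 further: cells transiently co-express mutant CFTR-F508del with the halide-sensitive YFP; corrector assay measuring rescue of mutant channel to the surface after 24 h compound exposure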
An asterisk follows results filed as active; ? = inconclusive; nt = no result given; & = joins results of further samples; [ ] = dose if it differs, or a comment.

SMILES	SIRT5 block	ERp5 inh	ERAP1 inh	Casp6 inh	DENV2 CPE	miR122 inh	F508del corr
Cc1ccc(-c2ccc(C3[C@H]4CNC[C@@H]3N4C(=O)NC(C)C)cc2)cc1 (stereo partly drawn)	2&2	-1&1	2&0	2&0	-10&1	nt	0.4&0.6
CCN(C(=O)COC(=O)/C=C/c1cnc2ccccc2n1)C1CCS(=O)(=O)C1 (stereo not drawn)	9	-1	-6	2	3	-1	-4.7
O=C(N/N=C/c1ccoc1)c1cccc(OC(F)(F)C(F)F)c1	-7	-6	-1	-8	5	nt	-1.5
C[C@H](CO)N1C[C@H](C)[C@@H](CN(C)S(=O)(=O)c2ccccc2)OCCCC[C@H](C)Oc2ccc(NC(=O)CCC(F)(F)F)cc2C1=O	2	-1&1	5&-3	-2&2	9&3	-1	2.1&-1.3
O=[N+]([O-])c1ccc(O)c2ncccc12	-2	-6	0	63*	-5	-3	-1.0
CN1CCN(c2nc(Nc3ccc(O)cc3)nc3ccccc23)CC1	2	2	-17	-6	-2	nt	-3.0
CCOC(=O)c1c(C)[nH]c(C)c1C(=O)COc1ncnc2cc([N+](=O)[O-])ccc12	0	4	-1	nt	nt	nt	4.9
C/C(=C/C(=O)N1CCN(C)CC1)C(=O)O	-1	-8	8	-10	7	nt	nt
O=C(Nc1nc2ccccc2[nH]1)c1ccc(F)cc1	-5	1	0	0	9	-7	-0.4
CCOC(=O)N/N=C/c1c(F)c(F)c(F)c(F)c1F	-1	1	0	6	-6	nt	1.0
CCOC(=O)C(C(C)=O)=C1SC2CS(=O)(=O)CC2S1 (stereo not drawn)	-3	2	12	0	3	nt	2.2
C[C@H](CO)N1C[C@H](C)[C@@H](CN(C)Cc2ccncc2)Oc2cc(-c3cccnc3)ccc2S1(=O)=O	5	7	-1	-1	-17	1[16.7 µM]	-0.9
CC(C)(C)C(=O)Nc1cc(S(=O)(=O)Nc2ccc(Cl)cc2)ccc1Cl	2	2	1	7	2	?	0.5
CNC(=S)SCCOc1ccccc1	0	1	2	2	-1	nt	-0.7
C[C@@H]1CN([C@H](C)CO)C(=O)c2cc(NC(=O)Cc3cn(C)c4ccccc34)ccc2O[C@H]1CN(C)C(=O)NC1CCCCC1	13	-2	4	-3	-1	11[16.7 µM]	1.4
C[C@H]1CN([C@@H](C)CO)C(=O)Cc2cc(NS(=O)(=O)c3cccs3)ccc2O[C@@H]1CN(C)S(C)(=O)=O	4	10	2	5	16	3[16.7 µM]	0.5
Cc1ccc(N(C(=O)c2ccccc2Cl)C2=NC(C)CS2)c(C)c1 (stereo not drawn)	10	4	-4	-1	-6	nt	1.3
CCOCCn1c(SCc2cccc(C)c2)nc2c1c(=O)[nH]c(=O)n2C	-6	-4	2	-1	3	-4	0.9
COc1ccc(N2CCN(C(=O)c3cccc(F)c3)CC2)c([N+](=O)[O-])c1	-1	3	-2	1	-5	-15	-2.7
COc1ccc(NC(=O)N(C)C[C@H]2Oc3ccc(NC(=O)Nc4cccc5ccccc45)cc3CC(=O)N([C@@H](C)CO)C[C@@H]2C)cc1	6	-7	-6	-2	0	33[16.7 µM]	1.0

Profiles, looked up by structure:
Cc1ccc(N(C(=O)c2ccccc2Cl)C2=NC(C)CS2)c(C)c1 (stereo not drawn) is entered as SIRT5 block = 10; ERp5 inh = 4; ERAP1 inh = -4; Casp6 inh = -1; DENV2 CPE = -6; miR122 inh = nt; F508del corr = 1.3
CN1CCN(c2nc(Nc3ccc(O)cc3)nc3ccccc23)CC1 is entered as SIRT5 block = 2; ERp5 inh = 2; ERAP1 inh = -17; Casp6 inh = -6; DENV2 CPE = -2; miR122 inh = nt; F508del corr = -3.0

Going on with the list:
SMILES	SIRT5 block	ERp5 inh	ERAP1 inh	Casp6 inh	DENV2 CPE	miR122 inh	F508del corr
CC(C)(C)c1cc(NC(=O)C2(C)CCN2C(=O)C2(c3ccccc3)CC2)no1 (stereo not drawn)	-1	-4	-1	nt	5	16	3.3
O=C(CCN1CCOCC1)NC12CC3CC(CC(C3)C1)C2	-4	3	-3	0	20	-3	-4.3
CC(=O)NC[C@@H]1[C@@H](c2ccc(C3=CCCC3)cc2)[C@@H](CO)N1C(=O)C1CCC1	0	-5	0	-1	6	nt	-1.2
COc1ccc(NC(=O)N2CC(=O)N3[C@H](CO)[C@H](c4ccc(Br)cc4)[C@@H]3C2)cc1	-3	-1	0	4	-12	nt	-1.6
CN(C)c1ccc(-c2noc(C3CCN(S(=O)(=O)c4cccc(C(=O)O)c4)CC3)n2)cc1	2	0	5	20	?	nt	-4.6
Cc1noc(C)c1S(=O)(=O)Nc1cccc2c1O[C@@H](CN(C)S(=O)(=O)c1cn(C)cn1)[C@@H](C)CN([C@@H](C)CO)C2=O	1	-5	5	-1	-4	3[16.7 µM]	-1.1
Cc1ccc(C2=N/C(=C\c3coc4ccccc4c3=O)C(=O)O2)cc1	4	-6	3	44*	4	nt	-6.0
Cc1cc(C(F)(F)F)nc(SCC(=O)Nc2nccs2)n1	-3	-3	-3	-1	?	-1	0.1
COc1ccc(/C=C/C(=O)Nc2ccccc2F)cc1S(=O)(=O)N1CCOCC1	-3	7	2	-1	-2	-6	-2.0
COc1cc(/C=N/n2cnnc2-n2nc(C)cc2C)cc([N+](=O)[O-])c1O	8	3	nt	2	3	-2	0.0
COCCCNc1ccn2nc(-c3ccc(Cl)cc3)cc2n1	-2	-1	2	8	30*	1	-1.4
COc1cc(SC)ccc1C(=O)N1CCN(S(=O)(=O)/C=C/c2ccccc2)CC1	0	5	-4	0	-4	-15	-2.7
Nn1c(SCC(=O)N2CCCC2=O)nnc1-c1cccs1	-9	-5	0	-2	-4	nt	2.5
COc1cc([N+](=O)[O-])ccc1NC(=O)Cc1ccccc1	2	4	6	2	-4	nt	nt
CCOC(=O)CN1CCC(c2ccccc2)CC1	-1	-1	1	-2	-2	-2	-0.3
CCOC(=O)c1c(CSc2ccccc2)oc2cc(Br)c(O)c(CN(C)C)c12	-3	0	1	-1	4	2	1.2
O=C(NCc1cccs1)c1cc(S(=O)(=O)N2CCOCC2)c(Cl)cc1Cl	-2	-5	-2	1	-2	nt	2.3
Cc1cccc(NC(=O)CSCC(=O)Nc2ccccc2C(=O)N2CCCCC2)c1	-1	0	-6	-162	14	1	1.6
O=C(c1n[nH]c2ccccc12)N1CCN(c2ccc(F)cc2)CC1	3	1	-4	-1	0	1	0.2
C=C(C)CC(c1ccccc1)N(C(C)=O)c1ccco1 (stereo not drawn)	0	5	-3	1	-1	nt	1.4
COC(=O)[C@]1(Cc2ccccc2)N=C(c2ccc(OCCCO)cc2)O[C@@H]1c1ccccc1	1	-2	-2	-2	2	nt	2.9
CCOc1ccc(NC(=O)c2ccc(NC(=S)NC3CCCCC3)cc2)cc1	nt	-3	-1	1	-2	0	-1.3
COc1cc(OC)c(S(=O)(=O)N2CCN(C(=O)c3ccccc3F)CC2)cc1NC(C)=O	-3	2	7	0	4	nt	-4.8
O=C(CNC(=O)c1sc2ccccc2c1Cl)NCc1ccccc1	-3	3	3	0	-19	2	1.1
Cc1cccc(C)c1NC(=O)/C(C#N)=C/c1ccc(-c2ccc(C(=O)O)cc2)o1	3	-3	-5	4	3	-4	1.4
CN1CCc2c(n(CC(O)CNCc3ccccc3)c3ccccc23)C1=O (stereo not drawn)	-5	?	0	9	8	nt	-0.4
COc1ccc(-c2cn[nH]c2-c2ccc(OCc3ccccc3)cc2O)cc1	1	1	-6	5	-1	12	-0.3
CCN(CC(=O)Nc1c(F)cccc1F)C(=O)CCC(=O)c1ccc(F)cc1	-3	1	1	28	6	nt	1.0
CCc1ccc(NC(=O)CSc2nnc(-c3ccco3)o2)cc1	-1	1	0	5	3	-3	0.8
Cc1ccccc1S(=O)(=O)N[C@H]1CC[C@H](CCn2cc(-c3ccc(F)cc3)nn2)O[C@H]1CO	-1	-4	0	9	-3	-3[16.7 µM]	0.4
N#Cc1ccc(-c2nc3ccc(Cl)cn3c2Cc2ccccc2)cc1	0	10	-1	8	-8	0	1.4
C[C@H]1CCCCO[C@H](CN(C)Cc2ccc(Cl)c(Cl)c2)[C@@H](C)CN([C@@H](C)CO)C(=O)c2cc(NC(=O)Nc3ccccc3)ccc2O1	7	-1	0	-1	-2	5[16.7 µM]	-3.4
CCc1nnc(NC(=O)c2ccc3ccccc3n2)s1	-2	8	-1	-5	3	-12	2.2
CC(=O)N(C)C[C@H]1Oc2ncc(C#C[C@H](C)O)cc2C(=O)N([C@@H](C)CO)C[C@H]1C	6	1	-5	1	3	1[16.7 µM]	-1.0
CCCCN1C(=O)/C(=C/C=C2\Oc3ccccc3N2CC)SC1=S	-4	3	0	0	13	nt	17*
CCCC(=O)Nc1ccc2c(c1)C(=O)N(C)C[C@H](OC)[C@H](C)CN(CCC)[C@@H](C)CO2	1	-1	-1	-1	1	1[16.7 µM]	nt
Cc1ccc(S(=O)(=O)N(CC(=O)N/N=C/c2ccccc2C(=O)O)c2cc(Cl)cc(Cl)c2)cc1	-3	6	2	-2	-3	nt	-1.5
O=C(NCCCn1ccnc1)c1cc(Br)c(Br)s1	-3	-1	-1	-2	0	9	0.6
CC(C)OP(=O)(OC(C)C)C(NC(=O)c1ccccc1)C(N)=O (stereo not drawn)	-1	4	2	-5	3	nt	nt
COc1ccc(NC(=O)COC(=O)C2CC(=O)N(c3ccc(C)cc3)C2)cc1 (stereo not drawn)	-4	-1	-1	1	11	2	-0.7

Continued; it opens with the 4 that closed the last part.
SMILES	SIRT5 block	ERp5 inh	ERAP1 inh	Casp6 inh	DENV2 CPE	miR122 inh	F508del corr
Cc1ccc(S(=O)(=O)N(CC(=O)N/N=C/c2ccccc2C(=O)O)c2cc(Cl)cc(Cl)c2)cc1	-3	6	2	-2	-3	nt	-1.5
O=C(NCCCn1ccnc1)c1cc(Br)c(Br)s1	-3	-1	-1	-2	0	9	0.6
CC(C)OP(=O)(OC(C)C)C(NC(=O)c1ccccc1)C(N)=O (stereo not drawn)	-1	4	2	-5	3	nt	nt
COc1ccc(NC(=O)COC(=O)C2CC(=O)N(c3ccc(C)cc3)C2)cc1 (stereo not drawn)	-4	-1	-1	1	11	2	-0.7
CCN(CC)CCNC(=O)/C(=C/c1cn(CC)c2ccccc12)NC(=O)c1cc(OC)c(OC)c(OC)c1	-2	13	11	-2	15	6	0.7
Cc1ccccc1NS(=O)(=O)c1ccc(C(=O)N2CCCC2)cc1	1	5	0	1	-2	nt	0.8
CCCNC(=O)[C@H]1[C@H](CO)[C@H]2Cn3c(ccc(-c4cccc(F)c4)c3=O)[C@@H]1N2C(C)=O	-33	-8	0	-3	-8	-6[16.7 µM]	1.9
CCC(CC)NC(=O)COn1nnc2ccc(S(=O)(=O)N3CCOCC3)cc21	0	-13	-1	0	3	-1	3.3
CN(C(=O)c1ccc(NC(=O)Cc2ccc(NC(=O)C3CCN(C(=O)c4ccccc4)CC3)cc2)cc1)C1CC1	nt	2	1	1	?	-4	0.1
Cc1nnc(NC(=O)CSc2nnc(CNC(=O)C34CC5CC(CC(C5)C3)C4)n2C2CCCCC2)s1	-3	0	-3	-2	-1	nt	-0.9
Cc1cnc(SCc2cnc(C)nc2N)nc1	-1	0	2	-4	0	-4	-3.6
